# Screens from PubChem BioAssay.
# DT40 TDP1 no CPT: qHTS for Inhibitors of human tyrosyl-DNA phosphodiesterase 1 (TDP1): qHTS in cells in absence of CPT. Potency, µM (highest dose often 46.2 µM), without a hit: top-dose activity change, negative = growth inhibition, most hits filed as inhibitors. actives 15% (n = 420,000). DT40 Tdp1-/- hTDP1 cells, no CPT, ATP luminescence, 48 h; note: nearly all actives have a fitted effect of over 55% in size
#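 Luminescent ATP content (CellTiter-Glo) served as the growth readout. Knockout chicken DT40 cells expressing human TDP1 were exposed to compounds without camptothecin for a minimum 48 hr at 37 °C.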
# DT40 TDP1 CPT: qHTS for Inhibitors of human tyrosyl-DNA phosphodiesterase 1 (TDP1): qHTS in cells in presence of CPT. chicken DT40 Tdp1-/-;hTDP1 cells + 20 nM CPT, ATP luminescence, 48 h. Potency, µM (doses to about 46.2 µM), for the others: top-dose activity change, negative = growth inhibition, most hits filed as inhibitors. actives 12% (n = 420,000); note: nearly all actives have a fitted effect of over 55% in size
#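 Cell growth measured by CellTiter-Glo luminescence after a minimum 48 h, 37 C compound exposure with 20 nM CPT in Tdp1-knockout DT40 cells stably expressing hTDP1, seeded 400/well; qHTS titration format.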
# TDP1 inh: qHTS Assay for Inhibitors of Tyrosyl-DNA Phosphodiesterase (TDP1). Tyrosyl-DNA phosphodiesterase 1 (Homo sapiens), Q9NUW8. recombinant TDP1, AlphaScreen DNA substrate cleavage. Potency, µM (series often up to 130 µM), for the others: at the top dose activity change, negative = inhibition, usual class: inhibitors. actives 0.28% (n = 350,000). AID 485290, 2010; note: nearly all actives have a fitted effect of over 40% in size
# Target sequence (Q9NUW8 whole entry, looked up): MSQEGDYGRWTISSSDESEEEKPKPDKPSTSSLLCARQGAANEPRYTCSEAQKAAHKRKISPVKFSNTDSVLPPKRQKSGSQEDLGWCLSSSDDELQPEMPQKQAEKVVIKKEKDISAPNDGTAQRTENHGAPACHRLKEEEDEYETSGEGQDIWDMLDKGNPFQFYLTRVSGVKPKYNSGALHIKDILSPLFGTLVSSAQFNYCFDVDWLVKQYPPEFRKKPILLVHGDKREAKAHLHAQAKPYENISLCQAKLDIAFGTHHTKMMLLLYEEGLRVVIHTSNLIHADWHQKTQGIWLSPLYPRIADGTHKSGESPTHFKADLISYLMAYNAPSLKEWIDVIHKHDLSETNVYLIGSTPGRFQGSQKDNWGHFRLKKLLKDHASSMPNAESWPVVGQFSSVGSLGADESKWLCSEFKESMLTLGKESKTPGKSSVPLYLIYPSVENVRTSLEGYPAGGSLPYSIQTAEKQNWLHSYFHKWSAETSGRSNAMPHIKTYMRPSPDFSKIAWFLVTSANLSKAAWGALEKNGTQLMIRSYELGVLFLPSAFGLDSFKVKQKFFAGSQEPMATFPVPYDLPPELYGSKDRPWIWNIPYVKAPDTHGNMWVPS
#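 Enzyme-compound mixtures sat 15 min at room temperature, followed by a 5 min reaction with 15 nM final substrate and 10 min with AlphaScreen beads. Recombinant human Tdp1 was used at 1 nM final.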
# An asterisk follows results filed as active; ? = inconclusive; . = not tested or not shown; [ ] = remark or other dose. Calls come from the whole dose curve; as a rule, active = well fitted curve in the direction sought with a large enough effect; inconclusive = small, poorly fitted or top-dose-only effect, or another doubt; inactive = no such curve, though single readings can be large; an effect the other way counts as inactive or inconclusive. % is set by controls: 0 for no effect and ±100 for the full control effect; potency is the fitted concentration of half-maximal effect. Compounds as they come (roughly 18% active in at least one column).
canonical_smiles,DT40 TDP1 no CPT,DT40 TDP1 CPT,TDP1 inh
Cc1cc(C)c(S(=O)(=O)N2CCCCC2)c(C)c1N(C)S(=O)(=O)c1ccc(Cl)cc1,?,?,2%
COC(=O)NNC1=CC(=O)CC(C)(C)C1,-5%,3%,3%
Cc1cccc(C)c1OCc1nnc(SCC(=O)Nc2ccc(N3CCOCC3)cc2)o1,-16%,2%,-4%[0.0935 µM]
COc1ccc(-c2cc(C(=O)N(C)CC(=O)Nc3cccc(F)c3)c3ccccc3n2)cc1,?,16µM*,-6%
CCCNC(=O)C(Cc1cccc(Cl)c1)NC(=O)c1ccccc1 (stereo not drawn),-28%,?,-2%
COc1ccccc1NC(=O)Nc1ccc(-n2ccc(C(F)(F)F)n2)cc1,26µM*,?,2%
COCC(C)Nc1ncnc2c1cnn2-c1ccc(C)c(C)c1 (stereo not drawn),?,?,10%
N#CC1=CN(Cc2ccccc2)C=C(/C=N/Nc2ccccc2)C1,?,?,10%
CCC(=O)Nc1ccc(S(=O)(=O)N2CCN(c3ccc(F)cc3)CC2)cc1,-21%,-17%,1%
Cc1cccc(NC(=O)CN2CCc3cc4c(cc3C2C)OCCCO4)c1 (stereo not drawn),?,?,2%
Nc1ccc(/C=C/c2ccnc3ccccc23)cc1[N+](=O)[O-],5µM*,10µM*,.
CCOC(=O)N1C2=NC(C(=O)OC)=C(C(=O)OC)[C@@H]3Nc4ccccc4[C@]23C[C@H]1C(=O)OC,26%,6%,16%[12.3 µM]
COC(=O)c1ccc(/C(O)=C(\C#N)c2nc3ccccc3s2)cc1,?,?,3%
O=C(Nc1ccc2c(c1)OCO2)C1CCN(C(=O)c2ccc(Br)cc2)CC1,?,-22%,3%
Cc1ccc(C)c(NC(=S)N/N=C2/CCCCc3ccccc32)c1,?,?,3%
COc1ccc(C(=O)COC(=O)c2ccn(C)n2)cc1,-2%,0%,.
CCC1(c2ccc(F)cc2)NC(=O)N(CC(=O)N(CCC#N)c2ccccc2)C1=O (stereo not drawn),2%,6%,0%
COc1cccc(C2c3[nH]c4ccccc4c3C[C@H]3C(=O)N(c4ccccc4C(=O)NCCCN4CCOCC4)C(=O)N23)c1 (stereo partly drawn),13µM*,12µM*,.
COc1ccc(OC)c(C2CC(=O)NC(SC)=C2C#N)c1 (stereo not drawn),1%,-18%,4%
CSc1sc(C(=O)NNC(C)=O)c2c1C1(CCC2)SCCS1,?,0%,0%
COc1ccc(N(CC(=O)NCc2ccccc2C)S(=O)(=O)c2ccccc2[N+](=O)[O-])c(OC)c1,?,?,-2%
CCCC(=O)N1CCCC(C(=O)c2ccc(OC)c(OC)c2)C1 (stereo not drawn),3%,7%,.
Cc1c(Br)c([N+](=O)[O-])nn1C(C)C(=O)Nc1ccc2c(c1)OCO2 (stereo not drawn),-29%,-24%,0%
CCOC(=O)c1c(C)n(C)c2ccc(OC(C)C(=O)OC)cc12 (stereo not drawn),-11%,-2%,-2%
COc1ccc(-c2nnc(-c3cccs3)o2)cc1OC,-22%,-6%,-1%
CC(OC(=O)c1ccc2c(=O)n3c(nc2c1)CCC3)C(=O)Nc1ccc(C(N)=O)cc1 (stereo not drawn),2%,3%,0%
CC(CCc1ccccc1)NC(=O)c1ccc(C(=O)NC(C)CCc2ccccc2)cc1 (stereo not drawn),?,?,4%
CCc1ccc(S(=O)(=O)/N=C2\C=C(NS(=O)(=O)c3ccccc3)C(=O)c3ccccc32)cc1,-27%,?,.
CN(CC(=O)Nc1cccc(F)c1)C(=O)CCC1CCCCC1,?,?,0%
O=c1c2ccccc2n(CC(O)CN2CCOCC2)c2ccccc12 (stereo not drawn),-21%,3%,.

# (cont.)
canonical_smiles,DT40 TDP1 no CPT,DT40 TDP1 CPT,TDP1 inh
O=C(CCC(=O)N1CCc2ccccc2C1)N1CCN(S(=O)(=O)c2ccccc2)CC1,-26%,-25%,5%
COc1cc(NC(=O)c2ccccc2)cc(OC)c1,-24%,-13%,6%
CCc1ccc(NC(=O)COC(=O)c2nc3nc(C)cc(C)n3n2)cc1,3%,-17%,1%
CNC(=S)NNC(=O)c1c(C)nc2cc(C)ccn12,-14%,1%,.
O=C1OC(c2ccccc2)Cc2cc(C(=O)N3CCN(c4ccc(F)cc4)CC3)ccc21 (stereo not drawn),?,18µM*,9%
Cc1cc(C)c(S(=O)(=O)Cc2ccccc2)c(=O)[nH]1,5%,3%,5%
COc1cc2c(NC3CCN(C)CC3)nc(N3CCN(C)CC3)nc2cc1OCCOCCN(C)C,-9%,-15%,.
CCN(Cc1ccncc1)C(=O)c1cc(COc2ccc(F)cc2F)on1,-49%,?,4%
COc1ccc(-n2cnnc2SCC(=O)NC2CCS(=O)(=O)C2)cc1 (stereo not drawn),-5%,3%,0%
CCCC1CC(C)(/C(C)=N\NC(N)=S)OC1=O (stereo not drawn),4%,7%,-2%
Cc1ccc(S(=O)(=O)NCCCCCC(=O)Nc2ccccc2C)cc1,?,-25%,3%
Cc1cc(N)n2nc(C)c(-c3ccccc3)c2n1,-15%,7%,4%
O=[N+]([O-])c1ccc(N=Nc2c(Cl)cc(O)cc2Cl)cc1,4.6µM*,4.1µM*,10%
CCCCN(C(=O)C1CC(=O)N(Cc2ccc(C)cc2)C1)c1c(N)n(CC(C)C)c(=O)[nH]c1=O (stereo not drawn),-8%,0%,5%
COc1ccccc1Nc1ncnc2sccc12,-4%,-4%,.
COc1ccccc1NC1C=CS(=O)(=O)C1 (stereo not drawn),-8%,0%,2%
COc1cc(/C=N/NC(=S)NC2CC3CC2C2C=CCC32)ccc1O (stereo not drawn),15µM*,?,9%
O=C(Nc1ccccc1C(=O)O)C1=NN=CC1,-2%,-4%,.
COCCN(C(=O)CSc1nc2ccccc2c(=O)n1CC(C)C)c1c(N)n(Cc2ccccc2)c(=O)[nH]c1=O,-10%,0%,3%
C=CCn1c(CCC(O)CCCCC)n[nH]c1=S (stereo not drawn),0%,-9%,8%
CC(C)N(C(=O)Cn1cnc2c(cnn2-c2ccccc2Cl)c1=O)C(C)C,-20%,-4%,1%
O=C(c1ccco1)N1CCC[C@@]2(CCN(c3ncccn3)C2)C1,-2%,-3%,.
Cc1ccccc1NC(=O)Cn1c(C)nc2ccc(NC(=O)C3CC3)cc2c1=O,7%,-21%,-1%
COc1cccc2sc(NC(=O)CS(=O)(=O)c3ccc(C)cc3)nc12,-18%,1%,3%
CCOC(=O)C1C(=O)CC(C)(O)C(C(=O)OCC)C1c1ccc(OC)cc1 (stereo not drawn),-1%,-8%,3%
COc1cccc(Nc2ncc3ncc(=O)n(C)c3n2)c1,?,?,.
Cc1c(Cl)cccc1NC(=O)CSc1ccc(-c2cccnc2)nn1,-21%,?,0%
Nc1c(C(=O)N2CCOCC2)sc2nc3c(cc12)CCCC3,?,-25%,0%
O=C(CSC1=NS(=O)(=O)c2cc(F)ccc2N1)NCc1ccc(F)cc1,-9%,13%,2%[0.505 µM]
Cc1cc(C)cc(NC(=O)CCCc2nc(-c3ccccc3Cl)no2)c1,-11%,-7%,2%

# One compound at a time, as listed above:
# `CC(C)N(C(=O)Cn1cnc2c(cnn2-c2ccccc2Cl)c1=O)C(C)C` across the screens: DT40 TDP1 no CPT = -20%; DT40 TDP1 CPT = -4%; TDP1 inh = 1%
# `O=C(Nc1ccccc1C(=O)O)C1=NN=CC1` across the screens: DT40 TDP1 no CPT = -2%; DT40 TDP1 CPT = -4%; TDP1 inh = .

# In another format: 2 of the compounds above
Structure: COc1cc2c(NC3CCN(C)CC3)nc(N3CCN(C)CC3)nc2cc1OCCOCCN(C)C
- DT40 TDP1 no CPT: -9%
- DT40 TDP1 CPT: -15%
- TDP1 inh: .

Structure: CCN(Cc1ccncc1)C(=O)c1cc(COc2ccc(F)cc2F)on1
- DT40 TDP1 no CPT: -49%
- DT40 TDP1 CPT: ?
- TDP1 inh: 4%

# The results go on.
canonical_smiles,DT40 TDP1 no CPT,DT40 TDP1 CPT,TDP1 inh
c1ccc(-n2ncc3c(N4CCCCC4)ncnc32)cc1,-27%,?,-1%
C/C(=N\NC(=O)C1COc2ccccc2O1)c1cc2ccccc2o1 (stereo not drawn),-23%,-5%,-5%
COc1cc(Cl)c(C)cc1NC(=O)COC(=O)c1ccc(CN2CCCC2=O)cc1,-18%,-15%,2%
O=C(N1CCCCC1)N1CCN(S(=O)(=O)c2cccc([N+](=O)[O-])c2)CC1,-29%,-15%,3%
Cc1ccccc1OCC(=O)Nc1ccc2c(c1)ncn2C,-2%,6%,3%
CCC(Sc1ncccn1)C(=O)Nc1cc(C)on1 (stereo not drawn),-3%,1%,1%
CCOC(=O)c1c(C)[nH]c(C(=O)NCc2ccccn2)c1C,-3%,-1%,-4%
CCC1CCCCN1C(=O)CSc1nc2c([nH]c3ccccc32)c(=O)n1-c1ccc(OC)cc1 (stereo not drawn),18µM*,?,8%
COc1ccccc1/C=C/c1nc(S(=O)(=O)c2ccccc2)c(N(C)C)o1,?,?,0%
Nc1cc(=O)c2[nH]cnc2[nH]1,4%,2%,.
Cc1c(C)n(CCCN(C)C)c2ncnc(Nc3ccc(F)cc3)c12,-3%,-7%,.
CC1C(=O)Nc2ccccc2N1C(=O)c1cccc(C(F)(F)F)c1 (stereo not drawn),?,?,.
Cc1ccc(-c2csc(NC(=O)c3cnccn3)n2)cc1C,-9%,-1%,0%
CC[C@@]12C(=O)N(c3ccc(OC)cc3)C(=O)N1[C@H](c1cccc(C)c1)[C@@H]1C(=O)N(Cc3ccccc3)C(=O)[C@@H]12,-1%,4%,.
CCN1CCN(CC(=O)N2c3ccccc3CC2C)CC1 (stereo not drawn),-2%,-16%,-10%
CCn1c(SCc2ccc(C(=O)OC)o2)nnc1-c1c[nH]c2ccccc12,?,-13%,5%
COC(=O)c1ccccc1OC(=O)c1cc[n+]([O-])cc1,11%,3%,0%
Cc1ccc2c(c1)N(CC(=O)Nc1c(C)cccc1C)C(=O)c1cccnc1O2,16%,-6%,0%
CCOC(=O)N1CCN(c2c(N3CCN(c4cccc(C(F)(F)F)c4)CC3)c(=O)c2=O)CC1,-25%,-24%,0%
Cc1cc(=O)oc2cc(OCC(=O)N3CCC(C(N)=O)CC3)ccc12,2%,11%,.
CCCn1nc(C(=O)NNC(=O)CSC(C)C(=O)Nc2cc(C)on2)c2ccccc2c1=O (stereo not drawn),-22%,-6%,2%
Cc1ccc2c(COC(=O)c3c(C)noc3C)cc(=O)oc2c1,?,6%,2%
NC(Cc1ccc(Cl)cc1)c1csc(Nc2cc(NCCCO)ncn2)n1 (stereo not drawn),15µM*,?,.
CCS(=O)(=O)N1CCC(C(=O)NCc2cc(OC)ccc2OC)CC1,-3%,2%,5%
Cc1cc(C)cc(NC(=O)c2sc3nc[nH]c(=O)c3c2C)c1,-23%,-15%,3%
CCCNC(=O)NC(=O)COC(=O)CNS(=O)(=O)/C=C/c1ccccc1,5%,-21%,1%
Cc1cccc(CCNC(=O)CN(C)S(=O)(=O)c2ccc3c(c2)c(=O)n(C)c(=O)n3C)c1,?,-22%,-3%
Nc1ncnc2nc(SCC(=O)Nc3cccc(C(F)(F)F)c3)[nH]c12,-6%,-14%,.

# Of the compounds above, 3 have a furan ring, fused or not.
canonical_smiles,DT40 TDP1 no CPT,DT40 TDP1 CPT,TDP1 inh
O=C(c1ccco1)N1CCC[C@@]2(CCN(c3ncccn3)C2)C1,-2%,-3%,.
C/C(=N\NC(=O)C1COc2ccccc2O1)c1cc2ccccc2o1 (stereo not drawn),-23%,-5%,-5%
CCn1c(SCc2ccc(C(=O)OC)o2)nnc1-c1c[nH]c2ccccc12,?,-13%,5%

# As entered above.
# Reading of `CCOC(=O)c1c(C)[nH]c(C(=O)NCc2ccccn2)c1C` in DT40 TDP1 CPT: -1%
# Reading of `c1ccc(-n2ncc3c(N4CCCCC4)ncnc32)cc1` in DT40 TDP1 no CPT: -27%
